Screening results: PubChem, several laboratories
GlmU inhibition: inhibition of mycobacterial GlmU enzyme – biochemical, glucosamine-1-phosphate acetyltransferase (AID 1376); M. tuberculosis GlmU acetyltransferase enzyme assay; higher % means a stronger effect; inhibition, %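 (tested at 30 µM in the primary screen)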, or IC50 in µM where a hit was titrated; hit rate 0.25% among 220,000; in the data active = inhibition above about 13%;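 note: 0% = complete reaction with vehicle and 100% = reaction without substrate; strong numbers were not always called active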
RmlCD inh 1536: blocks M. tuberculosis RmlC and RmlD coupled enzymes | P9WH09+P9WH11 | RmlC+RmlD coupled enzyme assay, percent inhibition; primary screen in compound mixtures | inhibition, % at 3.6 µM | hit rate 0.03% among 160,000 | AID 1533; in the data active = inhibition mostly above about 34%, no sharp cut-off; note: some results filed as inactive read as strong as hits
Target sequence (P9WH09 whole entry, looked up): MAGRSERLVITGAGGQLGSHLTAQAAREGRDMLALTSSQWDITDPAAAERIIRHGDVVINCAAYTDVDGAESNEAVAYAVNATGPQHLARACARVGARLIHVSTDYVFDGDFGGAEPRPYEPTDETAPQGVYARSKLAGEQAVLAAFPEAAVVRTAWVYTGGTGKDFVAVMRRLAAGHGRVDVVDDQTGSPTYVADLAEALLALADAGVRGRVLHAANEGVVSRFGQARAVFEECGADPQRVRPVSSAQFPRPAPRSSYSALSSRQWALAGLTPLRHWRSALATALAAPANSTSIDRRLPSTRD
Target sequence (P9WH11 whole entry, looked up): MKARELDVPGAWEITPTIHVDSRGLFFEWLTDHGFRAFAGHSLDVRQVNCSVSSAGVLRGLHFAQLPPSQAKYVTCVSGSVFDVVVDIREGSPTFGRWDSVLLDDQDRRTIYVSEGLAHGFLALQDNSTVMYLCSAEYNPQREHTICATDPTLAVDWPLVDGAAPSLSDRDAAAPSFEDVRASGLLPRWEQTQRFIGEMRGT
Starred values were filed as active, the others as inactive; x = not tested or not shown.

Molecule,RmlCD inh 1536,GlmU inhibition
O=[N+]([O-])c1ccc(-c2ccccc2)c([As](=O)(O)O)c1,-1.8,-1.0%
COc1cccc(C2CC(c3ccc(NS(C)(=O)=O)cc3)=NN2C(=O)c2ccccc2)c1OC (stereo unspecified),6.7,-0.6%
Cc1cc(C)n(C(=O)/C(C#N)=N\Nc2ccccc2[N+](=O)[O-])n1,2.2,2.5%
O=C(CCSc1nnc2ccccn12)Nc1ccc2c(c1)OCO2,2.9,-2.5%
O=C(O)c1ccc2c(c1)C1C=CCC1C(c1ccncc1)N2 (stereo unspecified),x,-9.8%
Cc1cc(C(=O)OCC(=O)Nc2ncc(C(F)(F)F)cc2Cl)c(C)o1,x,2.3%
O=C(N/N=C/C=C/c1ccccc1)C1CC1(c1ccccc1)c1ccccc1 (stereo unspecified),-14.7,2.9%
CCCC1=C(C(=O)OCC)C(c2ccc(N(C)C)cc2)n2ncnc2N1 (stereo unspecified),6.0,-4.5%
CC1Cc2ccccc2N1CC(=O)NC(c1ccccc1)c1ccccc1 (stereo unspecified),x,-7.5%
O=C(O)C1CC=CCC1C(=O)Nc1cc(Cl)ccc1Cl (stereo unspecified),5.5,2.6%
Nc1[nH]c(N=NC(=O)c2ccccc2)c2ccccc12,-16.9,1.2%
CN(C)c1ccc(C(=O)NN2C(=O)c3ccccc3C2=O)cc1,-8.2,-2.1%
Cc1cccc(-c2nc3ccccc3c(=O)n2NC(=O)Cc2ccc(Cl)cc2)c1,8.6,5.0%
COCCn1c(=NC(=O)c2cc(Cl)sc2Cl)sc2cc(S(N)(=O)=O)ccc21,-9.8,9.7%
CS(=O)(=O)NNC(=O)CN1C(=O)C2C3C=CC(C3)C2C1=O (stereo unspecified),-8.3,-3.2%
CCOC(=O)c1ccccc1NC(=O)CN1C(=O)c2ccccc2S1(=O)=O,x,-5.7%
O=C(O)C1CCN(c2c([N+](=O)[O-])cc(C(F)(F)F)cc2[N+](=O)[O-])CC1,x,2.9%
CC1CCC2C(=O)N(c3ccc(NC4CCN(Cc5ccccc5)CC4)c([N+](=O)[O-])c3)C(=O)C2C1 (stereo unspecified),4.9,x
O=C1NCCN/C1=C\C(=O)c1ccc(Br)cc1,6.2,-1.0%
CCc1cc2c(=O)c(-c3ccc(F)cc3)c(C(F)(F)F)oc2cc1OCC(=O)O,-12.0,4.3%
CCOc1ccc(C2c3c(oc4ccccc4c3=O)C(=O)N2c2ccc(C)cn2)cc1OC (stereo unspecified),8.2,1.5%
Cc1cc(Oc2ccc(N)cn2)cc(C)c1Cl,-14.6,2.6%
COc1ccc(C(=O)OCC(=O)Nc2ccc(F)c(F)c2F)cc1OC,x,6.4%
COC(=O)c1ccc(-n2c(C)ccc2-c2ccccc2)cc1,x,-4.7%
CC(C)CNCC(=O)N1c2ccccc2Sc2ccccc21,x,-2.4%
Cc1cc(NCCN2CCOCC2)n2nc(C)c(-c3ccccc3)c2n1,x,-2.2%
Cc1cc(C(=O)CSc2nc(N)cc(=O)[nH]2)c(C)n1-c1cccc(F)c1,-3.6,0.2%
O=C(O)c1cccc(Cn2c(Cl)c(/C=N/Nc3ccccc3)sc2=O)c1,-9.9,10.4%
COc1ccccc1N(C)S(=O)(=O)c1ccc(Cl)c(C(=O)N2CCC(C(N)=O)CC2)c1,-5.3,1.1%
CC1CCCN(CC(=O)Nc2ccc(S(=O)(=O)NC3CCCCC3)cc2)C1 (stereo unspecified),x,2.6%
Cc1cc(C)cc(NC(=S)Nc2cccc3cnccc23)c1,6.2,0.8%
Cc1ccc(S(=O)(=O)/N=C2/NC(=O)/C(=C/c3ccncc3)S2)cc1,-4.6,7.7%
O=C(Cn1nnc(-c2ccccc2NC(=O)c2ccccc2)n1)Nc1ccc2c(c1)OCCO2,-0.8,3.2%
CSc1ccc(/C=N/NC(=O)c2sccc2C)cc1,-3.2,4.3%
CC(C(=O)Nc1ccc2c(c1)OCCO2)n1nnc(-c2ccccc2)n1 (stereo unspecified),5.2,0.6%
CCOC(=O)Cc1csc(NC(=O)CSc2nncn2C)n1,x,1.7%
Cc1ccc2cc(C#N)c(SCC(=O)NCc3ccco3)nc2c1,-8.6,1.3%
COC(=O)c1cc(-c2ccccc2)n(CCN)c1C,x,-3.1%
O=C(O)C1CC(c2ccccc2)=Nc2ccccc2S1 (stereo unspecified),x,-5.3%
N#C/C(=C\c1cccs1)C(=O)N1CCOCC1,4.7,x
Cc1ccc(S(=O)(=O)N2CCCCC2)cc1NC(=O)COc1ccccc1F,4.1,-0.2%
CCc1ccc(/C=C2/Sc3ccccc3N(CC(=O)NCCCOC)C2=O)cc1,-19.3,-2.7%
O=[N+]([O-])c1ccc(-c2cc(-c3ccncc3)nc3ccc4ccccc4c23)cc1,x,-0.2%
O=C1C(Oc2ccccc2)C(c2ccc3c(c2)OCO3)N1CCc1ccc(F)cc1 (stereo unspecified),x,1.6%
CCc1nnc(NC(=O)CCC(=O)N2CCCC2)s1,x,1.5%
Cc1c(/C=N\NC(=O)c2ccc([N+](=O)[O-])cc2)cnn1C,14.3,2.5%
COC(=O)c1[nH]c2cccc(OC)c2c1NC(=O)CCN1CCN(c2ccccc2OC)CC1,x,-0.8%
S=C(N/N=C/c1ccc(Cl)c(Cl)c1)Nc1ccccc1Cl,5.0,1.3%
Cc1ccn2cc(CCNC(=O)CC3CCCCC3)nc2c1,1.7,-1.8%
CC(C)N(C(=O)COC(=O)c1cc(Cl)cc(Cl)c1N)C(C)C,-2.2,-2.7%
CSc1ncccc1C(=O)NC(C)C1CC2CCC1C2 (stereo unspecified),x,2.3%
O=C(Cn1nc(-c2ccccc2Cl)ccc1=O)Nc1ccc(Br)cc1,4.4,-5.3%
CCOc1ccc(C2NC(=O)c3n[nH]c(C)c32)cc1 (stereo unspecified),7.4,4.0%
COCCn1c(N)c(Sc2ccccc2[N+](=O)[O-])c(=O)[nH]c1=O,-13.6,3.9%
CC(=O)Nc1ccc(NC(=S)Nc2ccc(Br)cc2)cc1,-12.5,0.6%
O=C(COC(=O)c1cc2c(s1)CCC2)Nc1ccc(F)cc1,x,-0.1%
O=C(Nc1ccccc1)c1cccnc1N1CCCC1,6.8,0.7%
O=C(Cc1ccccc1)Oc1coc(CSc2ncccn2)cc1=O,7.6,-2.6%
CCN1C(=O)N[C@@H](c2cccc(C(F)(F)F)c2)[C@H](C(C)=O)[C@H]1C,x,-6.0%
NNc1nc(-c2ccccc2)c2cc(Cl)ccc2n1,x,1.0%

(next part)
Molecule,RmlCD inh 1536,GlmU inhibition
CCOC(=O)N1CCC(NC(=O)C(CC(C)C)NC(=O)C2CCC(C)CC2)CC1 (stereo unspecified),-5.1,4.8%
COc1ccc2c(c1OC)C(=O)OC2Nc1nc(-c2ccccc2)cs1 (stereo unspecified),-5.6,3.5%
O=C1CN(Cc2nc3cc(Cl)ccc3c(=O)[nH]2)CCN1,x,-4.6%
Cc1ccc(C)c(S(=O)(=O)NCc2cccnc2)c1,-8.1,3.8%
COc1cccc(NC(=O)c2oc3ccccc3c2NC(=O)C(C)(C)C)c1,-3.9,-5.2%
COc1ccccc1NC(=O)c1ccc(NC(=O)COC(=O)CCC2CCCC2)cc1,5.4,1.3%
CC(C)Cc1nnc(NC(=O)CCC(=O)N2CCN(CCOC(c3ccccc3)c3ccccc3)CC2)s1,-5.1,-0.6%
CCC(=O)N1N=C(c2c(O)n(CCc3ccccc3)c(=O)[nH]c2=O)CC1c1ccc(OC)c(OC)c1 (stereo unspecified),3.5,-1.9%
COc1ccccc1NC(=O)c1ccc(NC(=O)COC(=O)CC(NC(=O)c2ccccc2Cl)c2ccccc2)cc1 (stereo unspecified),x,2.3%
O=[N+]([O-])c1cc(Cl)cc2c1nc(NCCO)c1ccccc12,x,4.6%
O=C(COc1cc(Cl)c(Cl)cc1Cl)Nc1cccc(O)c1,x,-1.3%
CC(=O)N1CCN(CCN=CC2=C(O)CC(C)(C)CC2=O)CC1,x,-0.6%
CC1CCCN(C(=O)C2(NC(=O)Nc3cccc(F)c3)CCCCC2)C1 (stereo unspecified),10.8,2.5%
CCn1c2ccccc2c2cc(NC(=O)COC(=O)Cc3cn4ccsc4n3)ccc21,x,-2.2%
Cc1cccc(C(=O)N[C@H](C(=O)Nc2ccc(C)c(S(=O)(=O)N(C)C)c2)C(C)C)c1,-8.2,1.9%
COc1ccc(N2CCN(C(=O)CSc3nnc(-c4cccnc4)n3-c3ccc(F)cc3)CC2)cc1,x,5.3%
CSc1ccccc1C(=O)Nc1ccc(C)cc1C,-12.2,0.8%
O=C1CN(c2nc(-c3cccnc3)nc3sc4c(c23)CCCC4)CCN1,-58.6,-7.7%
O=C(CSc1cc(Cl)ccc1Cl)NC1CCCc2ccccc21 (stereo unspecified),2.5,-0.3%
CC(Sc1nc2sc3c(c2c(=O)n1-c1ccccc1)CCCC3)C(=O)O (stereo unspecified),4.7,12.4%
Cc1ccc(NC(=O)c2cc3cc(OC(F)(F)F)ccc3[nH]2)cc1,-9.2,-1.1%
CCCn1c(-c2ccc[nH]c2=O)nc2ccccc21,x,2.6%
NC(CSCc1ccccc1Cl)C(=O)O (stereo unspecified),13.1,-0.4%
O=C(Cc1nc2ccccc2[nH]c1=O)c1ccc(Cl)cc1,-0.8,x
Cc1noc(/C=C/c2ccco2)c1S(=O)(=O)N1CCC(C(=O)N2CCc3ccccc32)CC1,-5.0,-7.9%
N/C(=N\N=C\c1ccnc2ccccc12)SC1CC(=O)N(c2ccc(Br)cc2)C1=O (stereo unspecified),4.8,x
N#Cc1cc(C#N)c(N2CCN(c3cccc(Cl)n3)CC2)nc1N,21.0,1.6%
COc1ccc(C2=NN(CN3C(=O)C(=O)c4ccccc43)C(c3ccc(OC)cc3)C2)cc1 (stereo unspecified),x,-2.9%
CCCc1nc(SCC(=O)N2CCc3ccccc3C2)c2ccccc2n1,14.4,3.3%
CCOC(=O)C1=NNC(C(=O)c2ccccc2)C1c1ccc(OC)cc1 (stereo unspecified),x,-4.6%
COCCN(CCOC)S(=O)(=O)c1ccc(C(=O)Nc2nc3c(s2)CCc2ccccc2-3)cc1,19.9,0.6%
Cc1ccc(NC(=O)NC(=O)c2cnccc2C(F)(F)F)c(C)c1,24.0,1.3%
O=C(NC(=S)Nc1cccc2c(O)cccc12)c1cccc(Br)c1,-12.4,-1.7%
Cc1ccc(OCCCCNC2CCCC(C)C2C)c(C)c1 (stereo unspecified),0.4,1.7%
CC1=NCCN1S(=O)(=O)c1cc(Cl)ccc1Cl,-3.2,5.6%
CN1CCN(c2nc3ccccn3c(=O)c2/C=C(\C#N)S(=O)(=O)c2ccc(Cl)cc2)CC1,x,3.2%
CC1CN(Cc2cc(=O)[nH]c(C(C)C)n2)CC(C)O1 (stereo unspecified),-16.6,-3.3%
CCOCc1cnc(C)nc1NCC(=O)c1c(C)[nH]c2ccc(OC)cc12,x,5.1%
Cc1ccc(C(=O)c2cc3ccccc3o2)cc1,x,1.0%
Cc1ccccc1-c1nc(CS(=O)CC(=O)NCCN2CCOCC2)c(C)o1 (stereo unspecified),3.3,5.8%
C=CCN1C(=O)NC(=O)/C(=C/c2ccc(N(C)C)c(Br)c2)C1=O,-4.4,-1.1%
COC(=O)CCC(=O)c1oc2ccccc2c1N,5.7,1.2%
Cc1nn(-c2ccccc2)c(N)c1Sc1ccccc1[N+](=O)[O-],7.4,0.2%
CN(C)c1cccc(C(=O)NCc2ccccc2)c1,4.6,5.3%
O=S(=O)(Nc1ccc2cn[nH]c2c1)c1ccccc1,-5.6,5.1%
CCOc1ccc(-c2c[n+]3c(n2-c2ccccc2)CCCCC3)cc1,-7.9,-5.2%
O=[N+]([O-])c1ccc(Sc2n[nH]c(-c3ccco3)n2)nc1,-5.4,-3.6%
CC(=O)c1sc(N2CCOCC2)nc1-c1ccccc1,67.0,3.3%
CC(C)CCn1cnc2c(cnn2-c2ccc(F)cc2)c1=O,x,-0.4%
O=C(N/N=C/c1ccccc1)c1ccc(CN2C(=O)c3cccc4cccc2c34)cc1,1.1,0.9%

As entered above.
In RmlCD inh 1536, `COC(=O)CCC(=O)c1oc2ccccc2c1N` shows 5.7
In RmlCD inh 1536, `O=S(=O)(Nc1ccc2cn[nH]c2c1)c1ccccc1` shows -5.6

Profiles as entered above. Values in the order: RmlCD inh 1536, GlmU inhibition
COC(=O)CCC(=O)c1oc2ccccc2c1N reads 5.7, 1.2%
O=S(=O)(Nc1ccc2cn[nH]c2c1)c1ccccc1 reads -5.6, 5.1%
CN(C)c1cccc(C(=O)NCc2ccccc2)c1 reads 4.6, 5.3%
CC(=O)c1sc(N2CCOCC2)nc1-c1ccccc1 reads 67.0, 3.3%
Cc1nn(-c2ccccc2)c(N)c1Sc1ccccc1[N+](=O)[O-] reads 7.4, 0.2%

Some of the compounds tested; the hit share may differ from the screen's.
